High-throughput results from PubChem.
sPLA2-III inh = Blocks human group III sPLA2 activity. inhibition, % at 12.2 µM. AID 743126. actives 0.56% (n = 370,000). QFRET BODIPY PC-A2 liposome hydrolysis, fluorescence;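 active = inhibition above mean plus 3 SD of compounds lying within the high and low control bounds, cut at about 19% in these data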;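 also: 0% = median of test compound wells and 100% = no enzyme DMSO wells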
Target sequence (Q9NZ20 whole entry, looked up): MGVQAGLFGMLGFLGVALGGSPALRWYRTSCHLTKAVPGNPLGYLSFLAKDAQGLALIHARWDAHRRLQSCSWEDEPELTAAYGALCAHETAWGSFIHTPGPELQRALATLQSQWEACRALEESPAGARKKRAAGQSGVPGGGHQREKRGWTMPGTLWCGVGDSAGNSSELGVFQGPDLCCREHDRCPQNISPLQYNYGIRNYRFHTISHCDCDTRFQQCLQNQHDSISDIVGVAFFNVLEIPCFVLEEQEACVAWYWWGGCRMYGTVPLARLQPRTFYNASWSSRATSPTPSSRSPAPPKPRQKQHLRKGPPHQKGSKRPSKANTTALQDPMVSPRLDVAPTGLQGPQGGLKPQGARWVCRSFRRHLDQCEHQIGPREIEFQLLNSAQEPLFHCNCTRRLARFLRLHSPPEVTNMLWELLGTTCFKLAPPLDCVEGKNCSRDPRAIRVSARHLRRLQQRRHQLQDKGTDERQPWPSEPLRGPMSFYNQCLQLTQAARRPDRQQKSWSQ
rCAG RNA binder = r(CAG) repeat RNA binding; TO-PRO-1 dye displacement fluorescence; inhibition, % at 3 µM; actives 1.3% (n = 370,000);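 active = inhibition above the plate cutoff, the mean of all test compounds on that plate plus 3 SD, cut at about 35% in these data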;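 also: 0% = DMSO alone and 100% = 100 µM mitoxantrone as full dye displacement; higher means more dye released from RNA so lower well fluorescence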
ARFGAP1 inhibitor = inhibits rat ARF GTPase activating protein 1; Q62848; actives 0.26% (n = 360,000); Arfgap1-stimulated ARF1 GTP hydrolysis, GDP FP detection; inhibition, % at 16.5 µM;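 active = inhibition above a per-plate limit, mean inhibition of low control wells plus 3 SD, cut at about 25% in these data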;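 also: 0% = DMSO wells with enzyme and 100% = wells lacking Arfgap1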
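Assay system: purified rat His6-Arfgap1 residues 1-136 (GAP domain); Reagent: human Δ17 ARF1 bound to GTP; Dosing: 16.5 µM single point, 1.26% DMSO; Times: GTP hydrolysis reaction 2 h at 25 °C; Signal: FP, GDP Alexa 633 tracer displaced from anti-GDP antibody, 620/688 nm; Measure: % inhibition from polarization.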
proKLK7 act = activators of human kallikrein-7 zymogen | purified proKLK7, EDANS-DABCYL substrate fluorescence; 100% is mature enzyme control, 0% vehicle | activation, % at 7 µM | actives 0.9% (n = 370,000);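 active = activation above the mean of all tested compounds plus 3 SD, computed per campaign excluding outliers beyond control limits, cut at about 13% in these data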
GC-B act = GC-B (human) receptor activation; P20594; HEK293-GC-B cells, CNP EC30, cGMP TR-FRET; 0% at EC30 CNP, 100% saturating CNP; activation, % at 10 µM; actives 0.11% (n = 370,000); AID 1920062;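 active = activation at 10 µM reaching about 35% in either raw or pattern-adjusted values, limit read from the data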
GAA850 FXN act = activators of GAA850 frataxin (FXN) promoter | HEK293 lucGAA850 FXN promoter luciferase reporter, 24 h; percent of 10 µM SAHA response | activation, % at 6 µM | actives 0.56% (n = 360,000);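 active = activation above the average of all compounds screened plus 3 SD, cutoff fixed separately per campaign, cut at about 7.5% in these data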;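 also: 0% = DMSO wells and 100% = 10 µM SAHA wells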
DDE Tn6 FP inh = DD(E)-Tn6 binding inhibition, primary FP screen. P02675. Fibrin DD(E) TRITC-Tn6 fluorescence polarization displacement. inhibition, % at 8.3 µM. actives 0.21% (n = 370,000);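 active = inhibition above a per-campaign cutoff: mean of compounds within control limits plus 3 SD, cut at about 15% in these data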;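 also: 0% = median of all compound wells on the plate and 100% = blocking peptide control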
Target sequence (P02675 whole entry, looked up): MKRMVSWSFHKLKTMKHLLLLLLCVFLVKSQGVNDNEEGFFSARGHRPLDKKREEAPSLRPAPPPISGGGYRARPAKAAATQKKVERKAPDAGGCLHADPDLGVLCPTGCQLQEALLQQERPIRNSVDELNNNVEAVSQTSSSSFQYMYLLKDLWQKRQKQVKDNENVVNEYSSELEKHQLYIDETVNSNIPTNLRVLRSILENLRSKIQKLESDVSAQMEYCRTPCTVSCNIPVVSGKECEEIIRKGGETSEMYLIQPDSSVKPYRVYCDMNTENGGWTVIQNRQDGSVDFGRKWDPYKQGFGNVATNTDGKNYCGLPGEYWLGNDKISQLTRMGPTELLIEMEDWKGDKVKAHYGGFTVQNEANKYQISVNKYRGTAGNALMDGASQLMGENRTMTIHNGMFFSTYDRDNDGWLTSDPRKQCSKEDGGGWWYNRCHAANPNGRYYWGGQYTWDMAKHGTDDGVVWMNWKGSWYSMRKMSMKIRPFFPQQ
ADAM10 inh = inhibitors of human ADAM10; O14672; recombinant ADAM10, EDANS/DABCYL FRET peptide cleavage, 3 h; inhibition, % at 7 µM; actives 0.62% (n = 370,000);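 active = inhibition above a per-campaign cutoff equal to the mean of compounds falling between control-based bounds plus 3 SD, cut at about 20% in these data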;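 also: 0% = DMSO wells while the 100% control is not disclosed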
NPR1 activator = GC-A (human) enzyme activation; activation, % at 10 µM; HEK293 GC-A cells, cGMP TR-FRET, EC30 ANP; 0% at EC30 ANP, 100% saturating ANP; actives 0.14% (n = 370,000); P16066; in the data active = activation above about 40%
ASAP1 inh = inhibitors of human ASAP1 ArfGAP activity; Q9ULH1; actives 0.19% (n = 360,000); ASAP1-stimulated ARF1 GTP hydrolysis, GDP FP detection; AID 624377; inhibition, % at 16.5 µM; in the data active = inhibition above about 25%;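 also: 0% = vehicle with enzyme and substrate and 100% = no enzyme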
Active calls of the source: *; i = inactive; nt = no result given.

SMILES	sPLA2-III inh	rCAG RNA binder	ARFGAP1 inhibitor	proKLK7 act	GC-B act	GAA850 FXN act	DDE Tn6 FP inh	ADAM10 inh	NPR1 activator	ASAP1 inh
CCCn1c(=O)c(C(=O)Nc2cc(C)ccn2)c(O)c2ccccc21	7.4	3.4	1.3	0.2	-3.8	0.5	1.6	-0.7	-1.2	10.8
CCN(CC)S(=O)(=O)c1cc(-c2nn(C)c(=O)c3ccccc23)ccc1C	-3.9	1.9	-9.2	0.2	3.2	1.4	10.3	-1.6	1.6	-3.2
Cn1ncc([N+](=O)[O-])c1C(=O)Nc1ccccc1Cl	0.8	2.7	1.1	0.0	-2.6	0.4	-2.4	0.1	1.6	-5.9
Cc1cc(Cl)ccc1C(O)c1ncc(-c2cccc(F)c2)[nH]1 (stereo not drawn)	2.3	1.1	21.1	0.8	8.6	-0.1	-1.5	-5.0	1.7	0.5
Cc1ccc(S(=O)(=O)N2CCC(C(=O)NCCCn3ccnc3)CC2)cc1	3.0	-2.8	1.6	0.3	11.4	0.7	0.3	-6.5	0.6	-2.3
O=C(CN1C(=O)S/C(=C\c2ccccc2F)C1=O)NC1CCS(=O)(=O)C1 (stereo not drawn)	0.7	2.8	10.3	0.6	3.5	0.5	2.3	-10.0	0.6	-5.2
COCCCn1c(Cc2ccccc2)nnc1SCC(=O)N1CCCCC1	0.7	-1.8	14.8	0.2	1.0	-3.0	-1.6	3.6	1.2	3.4
COCCN(C(=O)c1csnn1)C(C(=O)NC1CCCCC1)c1sccc1C (stereo not drawn)	0.4	-0.9	0.1	0.1	-3.1	0.4	-3.2	1.4	-4.9	-1.7
Clc1nnc(NN=C2CCCC2)c2ccccc12	-2.9	4.5	1.7	0.0	3.2	4.9	2.9	-6.3	0.0	11.6
CCCC(c1nnnn1C1CCCC1)N1CCN(c2ccccc2F)CC1 (stereo not drawn)	-9.8	-11.2	5.6	0.8	2.0	-1.1	-2.6	1.8	-1.6	-6.7
COC(=O)[C@]12C[C@H](CC(=O)NCc3ccc(OC)c(OC)c3)C(=O)N(Cc3ccccc3)C1=C[C@H](C(C)C)O[C@@H]2C1CC1	-1.7	1.4	1.6	0.2	0.2	nt	-1.1	-2.6	-1.1	-17.1
Cn1nc(C(C)(C)C)cc1C(=O)N1CCCCC1c1cc(C(=O)Nc2cccc(C#N)c2)no1 (stereo not drawn)	-4.2	2.6	0.0	0.2	-2.3	-1.4	5.5	-9.2	-3.5	-4.2
O=C1c2cccc3cccc(c23)C(=O)N1CCc1ccccc1	0.7	5.7	-5.4	1.0	-7.1	5.8	-4.3	-19.6	-1.5	-20.6
COc1cccc(OCc2ccc(C(=O)NCC3CCCO3)cc2)c1 (stereo not drawn)	-2.9	-4.5	2.7	0.2	4.4	1.5	0.7	-0.7	4.1	7.8
CCOc1ccc(C(=O)c2ccccc2C(=O)O)cc1OCC	-1.3	0.8	11.4	0.3	4.9	0.9	-4.3	-0.3	3.0	-10.7
Cn1c(=O)c2cc(NC(=O)Cc3ccccc3F)ccc2n1C/C=C/c1ccccc1	-10.8	6.0	7.5	-1.7	-1.3	-0.6	12.9	i	0.3	0.6
NS(=O)(=O)c1cccc(NS(=O)(=O)c2ccc(/C=C/C(=O)O)cc2)c1	-2.0	1.9	3.5	0.3	3.0	1.5	-0.8	0.4	5.9	7.8
CCOC(=O)Cc1c(C)nc2c(-c3ccc(Cl)cc3)c[nH]n2c1=O	-10.9	34.2	-8.2	-28.0	-2.1	-1.0	0.9	-301.6	1.2	-2.9
CCC(=O)N1CCN(c2ccccc2NC(=O)Cc2ccccc2)CC1	0.9	2.6	4.0	-0.2	-1.4	3.2	-2.3	-0.8	-3.5	4.5
COc1ccc(Cc2nnc(NC(=O)Cc3cccs3)s2)cc1OC	-8.7	33.7	2.2	0.3	14.1	-8.1	1.7	0.1	1.9	3.0
Cc1cc2[nH]c(=O)cc(-c3ccccc3)n2n1	-4.7	1.1	2.6	-34.8	2.0	2.4	5.2	-378.2	-3.4	4.0
NS(=O)(=O)c1cccc(NC(=O)CCSc2ccccc2Cl)c1	5.2	2.8	4.3	0.5	-1.1	4.2	-7.4	-8.5	0.9	11.5
O=S1(=O)CC(N2CCCC2)CN1Cc1ccccc1 (stereo not drawn)	-4.8	1.6	-1.1	-0.3	4.2	nt	6.6	-1.6	-3.2	-6.8
CCOC(=O)C1CCN(C(=O)c2ccc(C)c(S(=O)(=O)N3CCCC3)c2)CC1	4.1	-5.4	6.0	-0.1	0.9	1.3	4.8	-2.5	2.1	0.8
CC(C)(C)NS(=O)(=O)c1ccc(NC(=O)Cc2ccccc2[N+](=O)[O-])cc1	-17.1	2.8	-1.8	-0.1	-1.1	3.4	0.4	-5.6	0.1	2.1

(continued)
SMILES	sPLA2-III inh	rCAG RNA binder	ARFGAP1 inhibitor	proKLK7 act	GC-B act	GAA850 FXN act	DDE Tn6 FP inh	ADAM10 inh	NPR1 activator	ASAP1 inh
CCSc1ncc(Cl)c(C(=O)Nc2ccccc2)n1	3.5	-1.9	8.0	-0.1	0.4	1.2	-2.4	6.6	-1.0	-4.0
CSc1ccc(CN(C)C(=O)CN2C(=O)NC3(CCCC3)C2=O)cc1	3.5	-12.2	14.9	-0.1	-0.9	0.6	-5.2	-3.4	3.6	14.5
O=C1CC(c2nc3ccccc3[nH]2)CN1c1cccc(C(F)(F)F)c1 (stereo not drawn)	8.6	0.6	0.5	-0.6	6.5	-1.2	0.8	-5.4	1.9	-1.1
O=C(COc1ccccc1)NCC(c1ccco1)N1CCN(c2ccccc2)CC1 (stereo not drawn)	3.6	-6.8	0.6	0.6	-0.8	1.9	0.0	-3.5	-1.7	-1.6
CCN(C(=O)c1cc2c(=O)n3cccc(C)c3nc2n1CCCOC)C1CCCCC1	2.0	-9.3	5.7	-2.3	3.0	1.1	-0.9	i	0.9	2.4
C=CCN(CC=C)S(=O)(=O)c1ccc(NC(=S)NC(=O)Cc2ccc(OC)cc2)cc1	-27.9	10.3	7.1	-0.1	2.5	3.6	0.6	8.6	-1.6	5.6
COc1ccc(NC(=O)CCn2ccnc2)c(OC)c1	4.1	0.9	-0.4	-0.4	0.0	2.6	0.7	-5.4	-2.8	-4.3
COc1ccc(NC(=O)Nc2ccc3c(c2)C(=O)N([C@H](C)CO)C[C@H](C)[C@@H](CN(C)S(=O)(=O)c2ccccc2)O3)cc1	-39.7	6.2	12.8	0.8	2.8	1.2	-4.9	5.9	5.0	4.1
CCOC(=O)N1CCN(C(=O)C(=O)Nc2sc3c(c2C#N)CC(C)(C)OC3)CC1	8.6	5.9	-8.7	-0.3	3.1	-0.9	-2.2	4.2	2.2	11.1
Cc1ccc(NC2OC(CO)C(O)C2O)cc1[N+](=O)[O-] (stereo not drawn)	9.0	5.7	8.3	0.0	2.6	-0.8	0.1	2.3	4.2	0.1
Cc1ccc(C(=O)N2CCN(C(=O)CN3CCCC3)C2)cc1	8.2	2.6	8.7	-0.5	-2.4	-0.8	-3.6	-7.4	8.4	2.8
O=C(c1cc2ccccc2oc1=O)N1CCSC1c1ccco1 (stereo not drawn)	0.1	0.1	-3.3	0.4	1.2	-0.4	-0.6	1.1	0.3	-4.8
CN(CC(=O)Nc1ccc(F)cc1[N+](=O)[O-])Cc1ccccc1	1.2	-5.8	5.6	0.0	0.7	3.3	3.0	-5.3	1.9	3.0
CCOC(=O)c1sc(N)c(C(=O)Nc2ccccc2OC)c1C	-2.4	2.7	9.0	-1.1	0.0	-6.0	-1.2	-3.4	8.0	9.1
COCC(=O)N1CCC(Oc2cccc(C(=O)NCc3ccccn3)c2)CC1	-0.6	-0.6	1.9	0.4	4.0	2.0	-4.9	0.6	3.5	13.2
COc1ccc(OC)c(S(=O)(=O)N2CCC(C(=O)NCc3ccc4c(c3)OCO4)CC2)c1	3.8	-1.5	10.2	1.4	0.4	0.8	7.3	8.9	-1.2	-1.3
N#CC1=C(N)Oc2cc(O)c(Cl)cc2C1c1ccccc1F (stereo not drawn)	-13.6	5.1	-8.9	15.8*	3.9	2.1	4.5	-218.4	7.3	14.7
CSCC[C@H](NC(=O)COc1ccc(Cl)cc1)c1nc2ccccc2[nH]1	-3.5	0.2	0.1	0.0	-4.2	-0.6	1.1	0.3	-2.1	12.4
O=C(Nc1cccc(O)c1)c1cc2nc(-c3ccccc3)cc(-c3ccccc3)n2n1	-7.5	7.4	8.4	95.9*	-3.4	1.6	2.1	-115.4	4.3	-17.9
CCN(CC(=O)Nc1ccc(OC)cc1)C(=O)c1ccc([N+](=O)[O-])cc1	-2.7	0.6	10.2	-0.1	-3.9	-0.4	3.9	-0.3	-0.2	6.8
CCCCCOC(=O)C1=C(C)NC(=O)NC1c1ccccc1 (stereo not drawn)	-0.4	-7.9	2.3	0.2	-3.1	-0.7	2.5	-6.8	-7.5	-10.7
O=C(NCCc1c[nH]c2ccccc12)C1CCC(=O)N(CCc2cccc(F)c2)C1 (stereo not drawn)	-29.1	-7.1	14.7	-0.1	0.5	0.2	-4.7	0.6	-0.6	-13.8
C[N+](C)(C)CC(=O)N1CCN(c2ccc3ccccc3n2)CC1	11.9	-0.2	12.9	1.2	4.7	0.5	-1.5	-315.1	4.2	-4.5
CNC(=O)C[C@H]1C(=O)N(CCc2ccccc2)C[C@@H]1Cc1ccccc1	2.0	-1.1	-1.3	0.0	-0.4	-0.3	-1.5	-14.6	-5.0	6.3
COc1ccc2oc(C(=O)OCC(=O)N(C)Cc3ccccc3)c(C)c2c1	-4.4	-4.7	-3.0	-2.5	3.8	2.1	-3.9	-228.1	1.1	-9.9
COc1ccc(S(=O)(=O)N2CCOC2CNC(=O)C(=O)NCCc2c[nH]c3ccccc23)cc1C (stereo not drawn)	-89.3	5.4	-11.6	0.5	3.7	-1.8	-8.4	-6.7	1.2	-4.2
O=C(CN1CCN(Cc2ccccc2)CC1)NCC1COc2ccccc2O1 (stereo not drawn)	-0.1	-8.6	1.0	-0.1	-0.3	0.4	-0.9	3.3	-4.7	-3.1
Cc1ccc(S(=O)(=O)N(C)c2ccc(OC(=O)c3ccc(N4CCCC4=O)cc3)cc2)cc1	7.6	-1.4	9.2	0.2	-1.8	-1.0	4.1	-8.2	-3.6	-11.3
O=C(NCCc1cccs1)C12CN(Cc3ccccc3)CC1C(c1cccc([N+](=O)[O-])c1)=NO2 (stereo not drawn)	5.5	16.3	5.2	-0.1	-1.4	0.4	-9.5	-6.4	-4.8	-3.5

Profiles from above. Screens in order: sPLA2-III inh	rCAG RNA binder	ARFGAP1 inhibitor	proKLK7 act	GC-B act	GAA850 FXN act	DDE Tn6 FP inh	ADAM10 inh	NPR1 activator	ASAP1 inh
Profile of CCOC(=O)N1CCN(C(=O)C(=O)Nc2sc3c(c2C#N)CC(C)(C)OC3)CC1 → 8.6	5.9	-8.7	-0.3	3.1	-0.9	-2.2	4.2	2.2	11.1
Profile of CSCC[C@H](NC(=O)COc1ccc(Cl)cc1)c1nc2ccccc2[nH]1 → -3.5	0.2	0.1	0.0	-4.2	-0.6	1.1	0.3	-2.1	12.4
Profile of O=C1CC(c2nc3ccccc3[nH]2)CN1c1cccc(C(F)(F)F)c1 (stereo not drawn) → 8.6	0.6	0.5	-0.6	6.5	-1.2	0.8	-5.4	1.9	-1.1
Profile of CCCCCOC(=O)C1=C(C)NC(=O)NC1c1ccccc1 (stereo not drawn) → -0.4	-7.9	2.3	0.2	-3.1	-0.7	2.5	-6.8	-7.5	-10.7
Profile of C[N+](C)(C)CC(=O)N1CCN(c2ccc3ccccc3n2)CC1 → 11.9	-0.2	12.9	1.2	4.7	0.5	-1.5	-315.1	4.2	-4.5
